# Screens as filed in PubChem.
# M17LAP inhibition – P. falciparum M17LAP inhibitors, primary screen, biochemical, fluorogenic H-Leu-NHMec substrate, 1536-well (AID 1619). recombinant M17LAP, H-Leu-NHMec fluorogenic kinetic assay; higher % means a stronger effect. inhibition, % at 30 µM; hits with a dose series show IC50 in µM. 0.38% of 220,000 active;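 active = compound inhibiting the enzyme by more than half at any dose during confirmatory dose-response retesting; inconclusive = strong single-dose inhibitors picked by rank but not retested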;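 also: plate controls were full reaction with DMSO carrier for no effect and no enzyme background for full effect; strong numbers were not always called active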
# CSM14.1 death rescue – rescue of cells from ER stress-induced death, primary screen, 384-well, CSM14.1, thapsigargin, ATP luminescence (AID 1222) | 190,000 tested, under 10 active | CSM14.1 thapsigargin-induced death rescue, ATP luminescence; higher % means a stronger effect | cellular ATP content (survival), % at 20 µM; hits with a dose series show EC50 in µM;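 active = EC50 below 50 µM in the dose-response confirmation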;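 also: death triggered by thapsigargin at about 15 µM added after 2 h compound pretreatment; cell ATP read after overnight thapsigargin exposure of roughly 18 to 22 hours; normalized against plate controls of thapsigargin alone and 5% DMSO vehicle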
# PMI inhibition – human PMI inhibitors, high substrate, primary screen, biochemical, fluorescence intensity, high mannose 6-phosphate (AID 1220); 0.66% of 190,000 active; Mannose-6-phosphate isomerase (Homo sapiens); recombinant PMI enzyme, coupled fluorescence intensity; higher % means a stronger effect; one-dose inhibition, % at 20 µM; IC50 in µM for titrated hits; in the data active = inhibition above about 50%
# Yfh1-depleted yeast – enhancers of respiration in Yfh1-depleted yeast, dose response, Friedreich's ataxia, plus single-dose screen (AID 1465); one-dose fold induction at 50 µM; EC50 in µM for titrated hits; 0.074% of 220,000 active; S. cerevisiae Yfh1-off respiration, WST-1 reduction, 72 h; higher fold induction means a stronger effect;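 active = fold induction of absorbance versus untreated yeast above a set limit, then at least 30% activation at any dose in follow-up; inconclusive = repeats straddling the limit, or above it without dose testing; inactive = fold induction below the set limit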;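 also: activators that raise dye reduction in frataxin-depleted yeast; strong numbers were not always called active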
# XIAP displacement – XIAP antagonists, biochemical, IAP family, fluorescence polarization (AID 1018); E3 ubiquitin-protein ligase XIAP (Homo sapiens); 0.007% of 200,000 active; displacement, % at 20 µM; hits with a dose series show IC50 in µM; XIAP BIR domain, fluorescence polarization peptide displacement; higher % means a stronger effect; in the data active = displacement above about 50%; also: a part of the inactive calls stands beside numbers as strong as those of hits
# PhoP inhibition – inhibitors of PhoP regulon expression, primary screen, Salmonella Typhimurium, GFP reporter (AID 1863); inhibition, % at 50 µM, or IC50 in µM where a hit was titrated; 0.16% of 300,000 active; S. Typhimurium PhoP-regulated promoter GFP reporter, 4 h; higher % means a stronger effect;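 active = inhibition over 29.93%, a cutoff 3 SD above the screen mean, later confirmed by dose response; inconclusive = inhibition over 29.93% but no dose response follow-up; inactive = inhibition at most 29.93% or unconfirmed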;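 also: 0% = low Mg2+ inducing control and 100% = high Mg2+ repressing control; strong numbers were not always called active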
# SIAH1 antagonists – Siah-1 peptide-binding antagonists, primary screen, biochemical, fluorescence polarization, rhodamine-plectin, uHTS (AID 1817); 0.02% of 290,000 active; Siah-1 / rhodamine-plectin peptide fluorescence polarization; higher % means a stronger effect; E3 ubiquitin-protein ligase SIAH1 (Homo sapiens); displacement, % at 20 µM; hits with a dose series show IC50 in µM;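 active = displacement of at least 50% at 20 µM, with a fluorescence ratio check between 0.3 and a set limit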;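 also: plate controls were Siah plus tracer with DMSO for no effect and tracer alone without Siah for full effect; strong numbers were not always called active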
# West Nile virus CPE – West Nile virus antiviral activity, cell-based, CPE readout (AID 1621) | West Nile virus-infected cells, CPE inhibition; higher % means a stronger effect | CPE inhibition, % at 10 µM, or IC50 in µM where a hit was titrated | 0.02% of 290,000 active; in the data active = a potency from the dose series; inconclusive = CPE inhibition mostly from about 3.7% at the one dose, without a potency; inactive = the rest, 99 in 100 with CPE inhibition below about 2.2%; also: strong numbers were not always called active
# P. falciparum M1AAP – P. falciparum M1AAP inhibitors, biochemical, fluorogenic H-Leu-NHMec substrate, 1536-well (AID 1445). Aminopeptidase N (Plasmodium falciparum (isolate 3D7)). inhibition, % at 30 µM, or IC50 in µM where a hit was titrated. recombinant M1AAP, H-Leu-NHMec fluorogenic kinetic assay; higher % means a stronger effect. 0.42% of 220,000 active;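 active = primary inhibition above the hit cutoff, then over 50% inhibition at one or more dose response concentrations, cut at about 23% in these data, passing the limit was not always enough; inconclusive = conflicting primary data, or primary hits not chosen for dose response; inactive = low primary inhibition, or under 50% at every dose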;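 also: plate controls were DMSO full reaction for no effect and no enzyme background for full effect; strong numbers were not always called active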
# * = called active by the depositor; i = inactive; u = inconclusive; x = no result given.
SMILES,M17LAP inhibition,CSM14.1 death rescue,PMI inhibition,Yfh1-depleted yeast,XIAP displacement,PhoP inhibition,SIAH1 antagonists,West Nile virus CPE,P. falciparum M1AAP
O=C(c1ccccn1)N1CCN(S(=O)(=O)c2ccc(F)cc2)CC1,-1%,0.7%,-4%,i,-3.5%,-2%,2%,-0.1%,4%
O=C(c1ccccc1-c1nc(-c2ccccc2)no1)N1CCCC1,5%,0.6%,-7%,i,0.5%,-14%,6%,-0.1%,1%
CCOc1ccc(NC(=O)COC(=O)c2c(OC)cccc2OC)cc1,10%,-0.3%,-3%,i,-1.2%,8%,3%,0.1%,4%
COC(=O)c1ccc(NS(=O)(=O)N(C)C)cc1,-4%,-2.0%,-7%,i,-3.1%,3%,1%,0.4%,4%
Cc1c(NC(=O)c2cnn3c(C(F)(F)F)cc(-c4ccco4)nc23)c(=O)n(-c2ccccc2)n1C,34%,-1.0%,-8%,i,-9.0%,2%,-4%,0.1%,3%
CCCC(=O)C1=C(O)C(C(=O)OC)C(C)(C)CC1=Nc1ccc(C)cc1 (stereo unspecified),x,3.8%,12%,i,-0.7%,x,5%,-1.3%,x
Cc1cccc2sc(NC(=O)CN3C(=O)C4CC=CCC4C3=O)nc12 (stereo unspecified),-9%,-1.7%,8%,i,-2.9%,15%,6%,-0.2%,-3%
C=CCn1c(CCCOc2ccc(Cl)cc2Cl)n[nH]c1=S,18%,6.8%,4%,i,5.1%,-4%,2%,-1.2%,-2%
COc1ccc(CCNC(=O)Cn2c(=O)cnc3ccccc32)cc1,-4%,-2.2%,-5%,i,-1.6%,14%,-3%,0.2%,2%
Cc1cc(C)nc(-n2nc(C)cc2NC(=O)CN2CCCC2)n1,0%,1.7%,5%,i,-6.9%,-7%,-3%,-0.1%,-1%
O=C(COc1ccc(Br)cc1)c1ccc2c(c1)CCCC2,-2%,1.5%,2%,i,-5.1%,-9%,1%,-0.1%,-10%
Cc1ccc(CNC(=O)CCC2CCCN(Cc3cccc4ncccc34)C2)o1 (stereo unspecified),18%,-1.2%,x,i,-1.4%,-4%,-2%,0.1%,5%
CCc1nc(N2CCCCC2)c2oc3ccccc3c2n1,0%,-2.1%,0%,i,0.7%,8%,4%,1.1%,-2%
CCCCc1c(O)nc(SCC(=O)c2ccccc2)n(-c2ccccc2)c1=O,2%,x,x,i,x,-9%,-5%,-0.3%,-5%
Cn1c(=O)c2c(nc(SC3C(=O)CC(C)(C)CC3=O)n2C)n(C)c1=O,x,2.0%,-19%,i,-2.1%,x,-1%,-0.1%,x
COc1ccc(S(=O)(=O)Cc2ccc(C(=O)NCc3cccnc3)o2)cc1,5%,-1.6%,-4%,i,-8.8%,-5%,-2%,-0.4%,-10%
Clc1ccc(Nc2nc3ccccc3n3nnnc23)cc1,-3%,-2.6%,-2%,i,-5.4%,-12%,3%,2.0%,6%
O=C1CCN(C(=S)NCCc2ccccc2)CC1,2%,x,-8%,i,-1.8%,0%,3%,0.5%,6%
CCCCCc1nnc(NC(=O)C2CCCO2)s1 (stereo unspecified),-4%,-2.5%,-2%,i,-2.8%,0%,0%,-0.1%,2%
O=C1OC(N2CCN(c3ccccn3)CC2)c2ccccc21 (stereo unspecified),-2%,-1.7%,18%,i,-2.1%,5%,4%,-0.3%,13%
CC(=O)c1sc(NC(=O)c2ccc(C(C)(C)C)cc2)nc1C,-8%,-2.8%,8%,i,-2.3%,-2%,11%,-1.0%,-4%
COc1ccc(-n2c(C)cc(/C=N/Nc3nnc(C)n3N)c2C)cc1,9%,1.1%,-13%,i,-2.1%,-1%,-2%,0.6%,4%
COc1cccc(CN2CCN(C(=O)c3cccs3)CC2)c1OC,19%,-1.2%,13%,i,-2.7%,8%,3%,-0.2%,2%
CN(C)N(C)C(=O)C(O)(c1ccccc1)c1ccccc1,-5%,-0.3%,-5%,i,-2.1%,-6%,8%,0.2%,9%

# Record cards, from the list above. Order of values: M17LAP inhibition	CSM14.1 death rescue	PMI inhibition	Yfh1-depleted yeast	XIAP displacement	PhoP inhibition	SIAH1 antagonists	West Nile virus CPE	P. falciparum M1AAP
# C=CCn1c(CCCOc2ccc(Cl)cc2Cl)n[nH]c1=S is listed as 18%	6.8%	4%	i	5.1%	-4%	2%	-1.2%	-2%
# COc1ccc(S(=O)(=O)Cc2ccc(C(=O)NCc3cccnc3)o2)cc1 is listed as 5%	-1.6%	-4%	i	-8.8%	-5%	-2%	-0.4%	-10%

# (next part)
SMILES,M17LAP inhibition,CSM14.1 death rescue,PMI inhibition,Yfh1-depleted yeast,XIAP displacement,PhoP inhibition,SIAH1 antagonists,West Nile virus CPE,P. falciparum M1AAP
O=C(CN1CCN(c2ccccc2)CC1)Nc1cccc(C(F)(F)F)c1,8%,-1.5%,11%,i,-5.2%,-8%,0%,-0.6%,0%
Cc1ccccc1OS(=O)(=O)c1cn(C)c(=O)n(C)c1=O,1%,-0.3%,2%,i,-4.1%,-5%,12%,0.1%,2%
CN(Cc1ccccc1)C(=S)NC(=O)c1ccc(-c2ccccc2)cc1,-3%,-2.9%,0%,i,-7.5%,-8%,-5%,-0.3%,-1%
O=C(C1=C[C@@H](c2ccc(Br)cc2)C[C@@H](OCCCCO)O1)N1CCN(Cc2ccc3c(c2)OCO3)CC1,-8%,0.9%,4%,i,-7.8%,8%,-4%,-0.7%,-3%
CN(Cc1cnn(C)c1)C(=O)c1sc2cccc(Cl)c2c1Cl,-5%,-0.9%,-6%,i,-6.0%,-16%,-1%,-0.6%,14%
O=C(NCc1ccccc1)C(c1ccc(F)cc1)N(Cc1ccco1)C(=O)c1ccccn1 (stereo unspecified),-5%,-0.3%,5%,i,-4.5%,-1%,0%,0.4%,10%
CCN(CC)c1nc(C)c2c(c1C#N)CC(C)(C)OC2,-13%,-0.9%,12%,i,-0.3%,-1%,2%,-0.1%,6%
CCCOC(=O)CSc1nnc(-c2ccccc2Cl)o1,2%,-1.4%,-2%,i,-7.4%,-4%,-3%,0.2%,1%
Cc1nonc1OCCNC(=O)C12CC3CC(CC(C3)C1)C2,-11%,-2.7%,8%,i,-0.4%,-5%,0%,-0.8%,8%
COC(=O)C1=C(C(=O)OC)SC2(S1)C(C(=O)OC)=C(C(=O)OC)SC1=C2c2cc(C)ccc2NC1(C)C,3%,0.9%,0%,u,-8.3%,0%,-6%,-0.1%,0%
COC(=O)NNC(=S)NCc1ccccc1,-1%,-1.7%,7%,i,-6.2%,-15%,-4%,0.5%,4%
COc1cc(C2c3c(oc4ccccc4c3=O)C(=O)N2CCN2CCOCC2)cc(OC)c1OC (stereo unspecified),x,-2.4%,-15%,i,-4.2%,x,2%,0.2%,x
CCc1noc(C)c1C(=O)Nc1ncc(C)s1,4%,x,-2%,i,-4.5%,2%,1%,0.6%,5%
O=C(NCC1CCCO1)c1cc([N+](=O)[O-])ccc1Cl (stereo unspecified),16%,-0.2%,-2%,i,-2.0%,-2%,8%,0.8%,4%
O=C(CSc1nnc(Cc2cc(=O)[nH]c(=O)[nH]2)n1-c1ccccc1)N1CCCCC1,11%,-0.3%,-2%,i,2.5%,10%,0%,0.2%,13%
CCCCCC(=O)NNC1CC(=O)N(c2cccc(OCC)c2)C1=O (stereo unspecified),-8%,x,x,i,x,-4%,-4%,0.6%,-1%
COc1ccc(-c2cc([C@H]3[C@H]4C=CC[C@@H](C)[C@@H]4C(=O)N3Cc3ccccc3)ccc2F)cc1,-7%,x,x,i,x,-6%,5%,0.6%,6%
COc1ccc(OC)c(NC(=O)c2nnn(Cc3ccccc3C)c2N)c1,3%,-2.7%,20%,i,-7.4%,4%,-10%,-0.3%,1%
Cc1cc(/C=C2/C(=O)N(C)C(=S)N2C)c(C)n1C1CC1,3%,3.3%,33%,i,1.7%,6%,20%,-0.4%,6%
COc1cc(CCC(=O)Oc2ccc(C(C)=O)cc2)cc(OC)c1OC,15%,-2.2%,5%,i,2.1%,25%,0%,1.0%,-14%
c1ccc(-c2csc3ncnc(NCc4ccccn4)c23)cc1,4%,x,x,i,x,-5%,12%,-1.2%,6%
COC(=O)CCC(=O)Oc1ccc(OC(=O)CCC(=O)OC)cc1,15%,-4.5%,7%,i,-4.9%,12%,-1%,-0.8%,2%
O=S(=O)(Nc1ccc(F)cc1)c1ccc(NC(=S)Nc2ccccc2)cc1,15%,-1.9%,-6%,x,-3.1%,5%,0%,x,6%
COC(=O)C1CCN(c2nc3ccccc3nc2C(C#N)C(=O)NCCc2ccccc2)CC1 (stereo unspecified),9%,1.2%,2%,i,-5.7%,-7%,-3%,0.9%,-9%
Cn1c(NC(=O)CCc2ccccc2)cc(=O)n(C)c1=O,3%,-1.7%,8%,i,-3.2%,6%,-2%,-0.2%,3%
COc1c(O)ccc(C2NC(=O)NC(C)=C2C(=O)Nc2ccccc2C)c1[N+](=O)[O-] (stereo unspecified),8%,-1.2%,50%,i,1.9%,4%,-4%,0.6%,4%
Cc1nc(N2CCCCC2)c2sc(=S)n(C)c2n1,-3%,x,13%,i,-2.8%,-3%,0%,0.3%,1%
CC(C)N(Cc1cc2ccccc2[nH]c1=O)C(=O)c1cccc([N+](=O)[O-])c1,7%,x,x,i,x,-12%,-3%,-0.5%,15%
Cc1cc(C)cc(C(=O)/C=C2\NC(=O)CS2)c1,20%,1.9%,-7%,i,-5.3%,-5%,2%,0.3%,22%
Cc1cc(C(=O)NNC(=O)CCC2CCCCC2)c(C)o1,-1%,-0.8%,1%,i,-1.2%,-5%,12%,-0.1%,1%
O=C(Cc1ccccc1)Nc1cccc(N2CCCC2)c1,3%,-0.7%,23%,i,-0.4%,28%,-5%,0.2%,10%
CCN(C(=O)CSc1cc(C)c2cccc(C)c2n1)C1CCS(=O)(=O)C1 (stereo unspecified),-6%,0.3%,6%,i,-5.7%,2%,7%,-0.6%,-1%
COc1ccc(NCC(=O)N/N=C/C=C\c2ccccc2)cc1,9%,-3.7%,23%,i,-9.3%,9%,-7%,0.2%,6%
COc1cc(NC(=O)CCNC(=O)Cn2cnc3ccccc3c2=O)cc(OC)c1OC,1%,1.7%,11%,i,0.0%,7%,0%,-0.2%,7%
CCCC(=O)N1N=C(c2ccccc2)CC1c1cn(C)c2ccccc12 (stereo unspecified),1%,-3.2%,14%,i,0.4%,4%,-3%,u,-2%
NC(=O)c1ccc(NC(=O)CSC2=Nc3ccccc3C3CC=NN23)cc1 (stereo unspecified),4%,-1.7%,-8%,x,-4.5%,-18%,-6%,-0.2%,0%
CC(C)N1C(=O)S/C(=C/c2ccc(Sc3nc4ccccc4[nH]3)o2)C1=O,-5%,1.2%,14%,i,-2.8%,1%,6%,-1.7%,9%
